HCV inhibitor: inhibitors of hepatitis C virus infection | actives 3.4% (n = 340,000) | AID 651820 | Huh7.5.1 HCVcc-Cre infection, luciferase reporter, 44 h | Potency, µM (series often up to 41.8 µM), for the others: top-dose activity change, negative = inhibition, actives largely listed as inhibitors; further: potency means the concentration at half of the fitted maximal effect
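Cells seeded at 1,000/well and cultured 4 h, then compounds added followed by HCVcc-Cre virus (~0.5 moi). After 44 h further culture, luciferase substrate was added, plates held 15 min at room temperature, and luminescence read for 15 sec.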
HCMV antiviral: inhibitors of human cytomegalovirus. HFF cells, HCMV-luciferase reporter, 72 h; active compounds read low. activity change, negative = inhibition, % at 57.5 µM. AID 1259415. actives 4.5% (n = 410,000); in the data active means activity change below about -60%; inconclusive means no clear call, values can overlap the other calls; inactive means above about -39%
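Steps: HFFs plated, 16 h 37C; compounds added; HCMV-luciferase added to MOI 1 PFU/cell; 72 h 37C; OneGlo reagent, 5 min room temperature; luminescence read, normalized to controls.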
AmpC inh detg: AmpC beta-lactamase inhibition with detergent present. P00811. AmpC hydrolysis of nitrocefin, absorbance 480 nm, 0.01% Triton. Potency, µM (top dose mostly 114 µM), inactives show top-dose activity change, negative = inhibition, most hits filed as inhibitors. actives 0.041% (n = 370,000). AID 485294;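 further: potency means the concentration at half of the fitted maximal effect; 0% = no-compound wells and -100% = no-enzyme wells; nearly all actives have a fitted effect of over 25% in size; some results filed as inactive show a strong effect at the top dose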
Target sequence (P00811 whole entry, looked up): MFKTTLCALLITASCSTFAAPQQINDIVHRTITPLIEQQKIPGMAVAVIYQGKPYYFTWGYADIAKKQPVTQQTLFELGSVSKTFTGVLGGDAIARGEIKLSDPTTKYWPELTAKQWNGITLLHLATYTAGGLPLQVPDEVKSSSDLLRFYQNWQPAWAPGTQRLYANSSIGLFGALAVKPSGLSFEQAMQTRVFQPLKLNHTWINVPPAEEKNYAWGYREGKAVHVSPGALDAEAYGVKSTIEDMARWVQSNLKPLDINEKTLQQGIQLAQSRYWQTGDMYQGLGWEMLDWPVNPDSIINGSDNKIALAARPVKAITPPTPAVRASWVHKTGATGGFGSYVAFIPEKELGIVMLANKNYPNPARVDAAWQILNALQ
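AmpC (5.3 nM in the dispensed reagent) in 20 mM phosphate pH 7.0 with 0.01% (detergent screen) or 0.0001% Triton X-100 was preincubated with compounds for 15 min at room temperature. Nitrocefin was then added from an 800 uM solution, and hydrolysis was followed at 480 nm.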
AMA1 RON2 block: AMA1-RON2 (P. falciparum) interaction inhibition. actives 0.2% (n = 360,000). Potency, µM (titrated, usually from 58.2 µM), for the others: at the top dose activity change, negative = inhibition, usual class: inhibitors. AlphaScreen AMA1-biotinylated RON2 peptide binding;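 further: potency means the concentration at half of the fitted maximal effect; 0% = vehicle wells and -100% = peptide control; nearly all actives have a fitted effect of over 45% in size; some results filed as inactive show a strong effect at the top dose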
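AMA1 (3D7) with his tag at 25 nM final met compounds first, then biotinylated RON2 peptide at 25 nM; detection used donor plus acceptor beads, 10 µg/mL apiece, read by AlphaScreen after 30 min at room temperature.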
Sm TGR block: inhibitors of Schistosoma mansoni thioredoxin glutathione reductase. Q962Y6. purified TGR, DTNB reduction, TNB absorbance 405 nm. AID 485364. Potency, µM (titrated, usually from 114 µM), for the others: at the top dose activity change, negative = inhibition, actives largely listed as inhibitors. actives 3% (n = 360,000); further: potency means the concentration at half of the fitted maximal effect; nearly all actives have a fitted effect of over 60% in size
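Kinetic colorimetric format: TGR-catalysed, NADPH-driven DTNB reduction monitored via TNB absorbance. Enzyme dispensed at 20 nM; compound exposure 15 min at room temperature before reaction start.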
FBPA Giardia inh: blocks Giardia fructose-bisphosphate aldolase activity | purified Giardia FBPA | Potency, µM (top dose mostly 59.6 µM), inactives show at the highest dose activity, negative = inhibition, most hits filed as inhibitors | actives 0.71% (n = 290,000) | AID 2451; further: potency means the concentration at half of the fitted maximal effect; nearly all actives have a fitted effect of over 55% in size
Target sequence (A8B2U2 whole entry, looked up): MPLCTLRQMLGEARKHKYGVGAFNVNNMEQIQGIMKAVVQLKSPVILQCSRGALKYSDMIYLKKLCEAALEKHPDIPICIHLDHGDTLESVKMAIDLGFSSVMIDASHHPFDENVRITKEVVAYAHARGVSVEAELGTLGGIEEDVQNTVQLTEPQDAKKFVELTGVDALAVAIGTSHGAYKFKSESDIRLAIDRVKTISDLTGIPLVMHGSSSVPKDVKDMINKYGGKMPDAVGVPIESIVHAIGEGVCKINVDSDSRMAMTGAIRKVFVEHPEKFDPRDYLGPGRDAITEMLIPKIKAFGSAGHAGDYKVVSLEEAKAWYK
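40 nM FBPA preincubated 10 min at RT with compound (up to 57.5 uM final), then substrate plus GAPDH/TPI/NAD/arsenate coupling and diaphorase/resazurin added. Fluorescence read after 20 min at RT, 525/598 nm.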
* hit, by the source's call; ? = inconclusive; nt = not tested or not shown; [ ] = remark or other dose. Unless noted, the call rests on the fitted dose curve; in most records, active means well fitted curve in the direction sought with a large enough effect; inconclusive means small, poorly fitted or top-dose-only effect, or another doubt; inactive means no such curve, though single readings can be large; an effect the other way counts as inactive or inconclusive. Unless noted, on the % scale 0 is the no-effect control and ±100 the full control effect. Compounds as they come; 9.3% or so of the library scored in one or more.

SMILES | HCV inhibitor | HCMV antiviral | AmpC inh detg | AMA1 RON2 block | Sm TGR block | FBPA Giardia inh
CCN(CC(=O)NC1CCCCCC1)S(=O)(=O)c1ccccc1 | -22% | ? | ? | 0% | -1% | 0%
Cc1ccccc1OCCCC(=O)NC1CCCCC1 | ? | 4 | ? | 12% | 0% | 18%
C/C=C/Cn1c(Br)nc2c1c(=O)n(C)c(=O)n2C | -9% | -35 | -2% | 4% | 11% | 2%
COc1ccc(S(=O)(=O)N2CCCCC2)cc1NC(=O)C1CSC2(C)CCC(=O)N12 (configuration not stated) | -28% | nt | -7% | 10% | -3% | 1%
Cc1ccc(NC(=O)CSc2nnc(-c3nnn(-c4ccc(F)cc4)c3C)o2)cc1Br | nt | 32 | 23% | nt | -7% | nt
COc1ccc(OC)c(S(=O)(=O)N2CCC(C(=O)N3CCN(c4ccc(F)cc4)CC3)CC2)c1 | ? | -62* | -2% | 13% | -9% | nt
C=CCNCCOCCOc1ccc(Cl)cc1C(C)(C)C | ? | 14 | 0% | ? | 2% | -28%
Cc1c(NC(=O)C(C)OC(=O)CNC(=O)c2ccccc2)c(=O)n(-c2ccccc2)n1C (configuration not stated) | 0% | 47 | -2% | -1% | 11% | 3%
CN(C)CCNc1nc2sc3c(c2c(=O)n1Cc1ccccc1)CCCCC3 | 11µM* | -20 | -7% | 1% | -5% | -2%
COc1ccc(NC(=O)C(C)n2nc(C)c3c(C)n(-c4ccccc4)nc3c2=O)cc1Cl (configuration not stated) | nt | -16 | 25% | nt | 2% | nt
CCc1ccc(NC(=S)N2CCCC2)cc1 | 7% | 95 | -5% | -5% | 1% | nt
O=c1[nH][nH]c(-c2ccccc2O)c1C(C[N+](=O)[O-])c1ccc(Br)cc1 (configuration not stated) | ? | ? | -6% | 50%[activator] | ? | -28%
Cc1cc(C(=O)NC(C)C2CC2)c(Cl)cc1Cl (configuration not stated) | 9% | -12 | -13% | 16% | 5% | 9%
COc1ccc(OC)c(NC(=S)NCc2cccnc2)c1 | 4% | 7 | 1% | 0% | ? | -4%
OC[C@H]1O[C@@](CO)(O[C@H]2O[C@H](CO)[C@@H](O)[C@H](O)[C@H]2O)[C@@H](O[C@H]2O[C@H](CO)[C@@H](O)[C@H](O)[C@H]2O)[C@@H]1O | 31%[activator] | 12 | nt | 13% | nt | nt
O=C(c1ccc2c(c1)N(Cc1ccc(Cl)cc1)C(=O)c1ccccc1S2(=O)=O)N1CCCC1 | nt | -12 | -9% | nt | -8% | nt
Cn1nccc1C(=O)N1CCOCC1 | 18% | 28 | 7% | 5% | -16% | nt
O=C(NC(Cc1c[nH]c2ccccc12)C(=O)O)c1ccco1 (configuration not stated) | 4% | 100 | -10% | -5% | -5% | 0%
CCOC(=O)N1CCC(N2Cc3cccc(C(=O)N4CC(C)CC(C)C4)c3C2=O)CC1 (configuration not stated) | 19% | -15 | ? | -4% | 2% | 4%
COc1ccc(C(=O)c2cn(CC(=O)Nc3ccc4c(c3)OCO4)c3ccc(OC)cc3c2=O)cc1 | nt | -39 | 1% | nt | -1% | nt
CCOC(=O)c1sc(/N=C/N(C)C)c(C(=O)OCC)c1C | ? | -1 | -12% | -5% | 5% | 3%
COc1cccc(Nc2cc(C)nc3nc(-c4ccc(Cl)cc4)nn23)c1 | nt | 6 | 18% | nt | 15% | nt
CCCCOC(=O)NC1CCS(=O)(=O)C1 (configuration not stated) | 12% | ? | -12% | 6% | 0% | 6%
CCCc1cc(C(=O)Nc2sc(C(C)=O)c(C)c2C(=O)OCC)no1 | 6% | -8 | ? | 24% | 2% | 7%
COc1ccc(C(=O)COC(=O)CCS(=O)(=O)c2ccc(C)cc2)c(OC)c1 | 2% | -24 | ? | 25% | -2% | nt
CC(=O)c1cc(C)ccc1OC(=O)c1ccco1 | 17% | -30 | 2% | 2% | 1% | 0%
CCC1CCCCN1CCCNC(=O)c1ccc(N2CCOCC2)c(NS(=O)(=O)c2ccc(OC)cc2)c1 (configuration not stated) | 13% | -25 | 4% | 0% | -15% | -8%
CCCCn1c(SCc2ccccn2)nc2c1c(=O)n(C)c(=O)n2C | -27% | 15 | 0% | -16% | 1% | 0%
CC(C)Cc1nc2oc3c(=O)[nH]cnc3c2c2c1CCC2 | 18% | 5 | ? | 0% | -8% | -7%
O=C1NC2(CCCCC2)C(=O)N1Cc1cccc(C(F)(F)F)c1 | 0% | -103* | ? | 12% | 3% | -1%
Cc1snc(SCc2ccc(Cl)cc2)c1C#N | -26% | -100* | -5% | 58%[activator] | 1% | -10%
CCOC(=O)c1c(NC(=O)COc2ccccc2)sc2c1CC(C)(C)NC2(C)C | ? | -39 | -2% | 1% | 13% | 2%
CC(=O)N1CCN(c2ccc(Oc3ncnc4sccc34)cc2)CC1 | ? | -75* | ? | -3% | 11%[11.4 µM] | -2%
Cc1cc(C(C)(C)C)cc(C)c1C[n+]1ccc2ccccc2c1 | ? | -96* | 6% | -1% | -20% | -4%
O=C(C[n+]1cc(Br)cc(Br)c1)c1ccc(-c2ccccc2)cc1 | -13% | -34 | -2% | 0% | 0% | 2%
COc1ccc(OC)c(S(=O)(=O)Nc2ccc(C)c(C)c2)c1 | -6% | 27 | 3% | -5% | -7% | -1%
COC(=O)/C(=C/c1ccccc1)NC(=O)c1ccco1 | -3% | 3 | 1% | -9% | 8% | 8%
CCNc1c(NS(=O)(=O)c2ccc(F)c(Cl)c2)c(=O)oc2ccccc12 | ? | 5 | -9% | 9% | 6% | 26%
COc1cc(/C=C(/Sc2nnc(-c3ccc(F)cc3)o2)C(=O)O)ccc1OC(F)F | -15% | 14 | ? | 16% | 4% | 12%
COc1ccc(N(C)S(=O)(=O)c2ccc(C)cc2)c([N+](=O)[O-])c1 | -7% | ? | -4% | -3% | -2% | 2%
CC(C)(C)CC(C)(C)NC(=O)c1ccc2snnc2c1 | -5% | -24 | 5% | 9% | 0% | 1%
CC1CCC(=NO)C(=NO)C1 (configuration not stated) | -55% | -36 | nt | 92%[activator] | nt | nt
CCOC(=O)CC1c2ccccc2-n2nncc2CN1C (configuration not stated) | 8% | 24 | nt | 1% | nt | nt
O=[N+]([O-])c1ccc2nc(NS(=O)(=O)c3ccc(F)cc3)sc2c1 | 6% | 3 | ? | -17% | 1% | 19%
Cn1c(=O)c2ccccc2n2c(=S)[nH]nc12 | -25% | -27 | -2% | -4% | 2% | 16µM*
CCC(C)C(=O)Nc1nnc(SCC(=O)N2C(C)CCCC2C)s1 (configuration not stated) | 10% | 36 | -6% | 3% | -11% | 7%
O=C(/C=C/c1ccc(Cl)cc1)NCCN1CCOCC1 | ? | 28 | -16% | 3% | 3% | 0%
Cc1n[nH]c(C)c1S(=O)(=O)N1CCN(c2ccccn2)CC1 | 14% | -3 | -7% | 9% | 6% | 0%
COc1ccc(-c2[nH]c(-c3ccc(SC)cc3)nc2SCC(=O)Nc2nccs2)cc1 | ? | -36 | -6% | -2%[2.32 µM] | 0% | -6%
Cc1cc(C(=O)N/N=C/c2ccccc2)c(C)o1 | -3% | 43 | 5% | 35%[activator] | 0% | 1%
O=C(COc1cccc(Cl)c1)N1CCC(c2nc3ccccc3s2)CC1 | nt | -6 | 2% | nt | 1% | nt
COc1ccc(NS(=O)(=O)c2cccc3nonc23)c(OC)c1 | 24% | -22 | 3% | -1% | 18µM* | -18%
CN1CCN(C(=O)C2=C[C@H](c3ccc(C(F)(F)F)cc3)C[C@H](OCc3ccc(CO)cc3)O2)CC1 | -11% | -18 | 3% | 7% | -16% | 4%
CCOc1ccccc1CN1C2CCC1CC(c1ccc(C)cc1)C2 (configuration not stated) | -6% | -23 | ? | 9% | -1% | -8%
COc1ccc(OC)c(-c2noc(N3CCN(c4ccc(C(C)=O)cc4)CC3)n2)c1 | nt | -15 | -2% | nt | 21% | nt
CCOC(=O)c1cc(S(=O)(=O)NCCc2ccccc2)cn1C | -18% | 17 | -3% | 2% | 3% | nt
O=S(=O)(c1ccc(Br)cc1)c1nc(-c2cccs2)oc1SCc1ccc(F)cc1 | nt | -9 | 11% | nt | -8% | nt
O=C(OCC(=O)N1CCCCC1)c1c[nH]c(=O)[nH]c1=O | 10% | 36 | -12% | -16% | 0% | -4%
O=C(O/N=C(/c1ccccc1)c1ccncc1)c1ccc(F)cc1 | 12% | -12 | -3% | 15% | -2% | 3%
COc1ccccc1CNC(=S)NCc1ccc(F)cc1 | -9% | 14 | 3% | -1% | 3% | -12%

Profiles as entered above. Screens in order: HCV inhibitor | HCMV antiviral | AmpC inh detg | AMA1 RON2 block | Sm TGR block | FBPA Giardia inh
Profile of `O=C(/C=C/c1ccc(Cl)cc1)NCCN1CCOCC1` → ? | 28 | -16% | 3% | 3% | 0%
Profile of `O=S(=O)(c1ccc(Br)cc1)c1nc(-c2cccs2)oc1SCc1ccc(F)cc1` → nt | -9 | 11% | nt | -8% | nt
Profile of `CC1CCC(=NO)C(=NO)C1` (configuration not stated) → -55% | -36 | nt | 92%[activator] | nt | nt
Profile of `O=C(COc1cccc(Cl)c1)N1CCC(c2nc3ccccc3s2)CC1` → nt | -6 | 2% | nt | 1% | nt

(cont.)
SMILES | HCV inhibitor | HCMV antiviral | AmpC inh detg | AMA1 RON2 block | Sm TGR block | FBPA Giardia inh
C/C=C(/C)C(=O)O[C@@H]1[C@H](OC(C)=O)c2c(ccc3ccc(=O)oc23)OC1(C)C | -24%[8.37 µM] | -6 | -4% | 2% | -8% | 7%
CCCn1c(C)cc(C(=O)CN2C(=O)c3ccccc3C2=O)c1C | -2% | 31 | nt | -19% | nt | nt
CCC1CN2CCc3cc(OC)c(OC)cc3C2CC1CC1c2cc(OC)c(OC)cc2CCN1C(=O)C(Cc1c[nH]c2ccccc12)NC(=O)OC(C)(C)C (configuration not stated) | 11µM* | ? | nt | -21% | nt | nt
Cc1cc(F)ccc1NC(=O)c1cc(S(=O)(=O)N2CCc3ccccc32)cn1C | ? | -15 | -3% | -2% | 15% | -4%
COCCOC(=O)c1c(C)n(C)c2ccc(OC(=O)C3CC3)cc12 | 5% | -11 | 0% | -17% | -24% | -2%
Cc1ccc(NC(=O)CSc2nnc(-c3cc(C)[nH]n3)n2N)cc1 | 13% | -30 | 2% | 9% | 1% | nt
CCNc1nc2c(c(=O)n(C)c(=O)n2C)n1Cc1ccc(F)cc1 | nt | -36 | 11% | nt | 7% | nt
COc1ccc(/C=c2/sc3nc(-c4ccccc4)c(-c4ccccc4)n3c2=O)cc1 | 12% | -6 | -1% | -22% | 7% | 0%
CCN(CC)CCNC(=O)CCc1nnc2ccc(N3CCC(C)CC3)nn12 | 12% | -20 | -13% | 0% | 16% | -2%
Cc1cc(Cn2nc(-c3ccccc3)cc2C(=O)NCC2CC2)on1 | ? | 9 | -5% | 16% | -23% | nt

Screening results: PubChem, National Center for Advancing Translational Sciences (NCATS)
